# Compound activity: PubChem BioAssay, several laboratories
# SUMO Mot1 rescue: SUMOylation pathway inhibition by Mot1-301 growth rescue. S. cerevisiae Mot1-301 growth rescue, ATP luminescence, 38.5C; percent above DMSO median, 100 means doubled. growth rescue, % at 18.8 µM. 320,000 tested, 1% active. AID 2716;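 active means every valid replicate shows activation above 250% relative to neutral control wells; inactive means the rest, any valid replicate at or below 250%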;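 further: OY570 slx delta 5 strain wells were the positive control but not used for scaling; some compounds called inactive have numbers as strong as hits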
# MITF TRPM1 HTS: MITF TRPM1 promoter activation in melanoma cells; 300,000 tested, 0.75% active; activation, % at 12.5 µM; AID 588334; SK-MEL-5 TRPM1-promoter luciferase, 24 h; % of positive control, neutral wells = 0;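 active means mean activation of at least 80% with every replicate also reaching 80%; inconclusive means mean reaches 80% but some replicate falls short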;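 further: 0% = neutral control wells and 100% = parthenolide positive control wells; values of inactives mirror those of a sister screen read the other way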
# CDK5 inh: blocks human CDK5/p35 kinase activity; Q00535+Q15078; Recombinant CDK5/p35, ADP-Glo luminescence, 60 min; inhibition, % at 10 µM; 330,000 tested, 0.01% active; AID 488839;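 active means highest replicate inhibition of at least 50% and at least 75% of replicates reaching 50%; inconclusive means only one of the two criteria met; inactive means both criteria failed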;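 further: plate controls were DMSO neutral control for no effect and GW8510 at 10 µM for full effect; many of its hits are not listed in these tables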
# Arrestin-AP2 inh: blocks beta-arrestin peptide binding to AP2 adaptin | FITC-arrestin peptide / GST-AP2 beads, flow cytometry; AP2 beta2 appendage carries R879A mutation | inhibition, % at 10 µM | 340,000 tested, 0.31% active;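 active means inhibition above a set limit, near 3 SD of compounds lacking own fluorescence, cut at about 54% in these data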;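 further: plate controls were DMSO wells for no effect and 5 µM unlabelled arrestin peptide for full effect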
#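 System: GST-tagged AP2 beta2-adaptin appendage (R879A) on 4 µm glutathione beads / Reagent: FITC-arrestin peptide, 50 nM / Detection: HyperCyt-sampled flow cytometry, FL1 channel, ex 488/em 535 nm / Timing: 12 min plus 1 h, RT / Buffer or medium: PBS plus Tween 20 (0.05%) and BSA (0.1%)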
# PKA-R2B activ: activates the human PKA-R2B holoenzyme complex; PKA-R2B holoenzyme dissociation, Cy5-IP20 fluorescence polarization; R2B truncated from residue 108, S112A mutant; 0% DMSO only, 100% 113 µM cGMP; activation, % at 11.4 µM; 340,000 tested, 0.079% active;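 active means activation above a cutoff set at the mean over all compounds plus 3 SD, cut at about 18% in these data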;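 further: higher means more holoenzyme dissociation and a rise in polarization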
# SR-BI DiI-HDL act: SR-BI HDL lipid transfer activation | CHO ldlA[mSR-BI] cells, DiI-HDL uptake fluorescence, 3 h; 100 = double the neutral-control signal | 320,000 tested, 0.096% active | activation, % at 12.5 µM | AID 504775;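 active means mean replicate activation of at least 60% and every replicate at or above 60%; inconclusive means mean or all-replicate condition met, but not both; inactive means mean below 60% and not all replicates reaching 60%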;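 further: 0% = median plate neutral-control signal and 100% = twice that signal; values of inactives mirror those of a sister screen read the other way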
#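 Assay system: LDL receptor-deficient CHO ldlA cells overexpressing murine SR-BI / Medium: BSA-supplemented, HEPES-buffered Ham's F12, pH 7.4 / Probe or stimulus: DiI-labelled HDL at 10 µg/mL final / Timing: compound with DiI-HDL co-incubation, 3 h at 37 °C / Technique: bottom-read cell fluorescence after medium removal, ex 550/em 595 nm / Measure: HDL uptake via cellular fluorescence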
# dFosB act: activators of mouse delta FosB homodimer; activation, % at 25 µM; AID 493131; 340,000 tested, 0.99% active; purified delta FosB, TAMRA-CDK5 oligo fluorescence polarization; percent of positive-control signal above neutral wells; P13346;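 active means mean activation above about 17%, with every replicate also reaching it, limit read from the data, passing the limit was not always enough; inconclusive means only one of the two conditions met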;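 further: fluorescence polarization rise as delta FosB binds a TAMRA Cdk5 AP-1 oligo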
# NSD2 inh: blocks human histone methyltransferase NSD2; O96028; NSD2 peptide methylation, AlphaScreen, 120 min; inhibition, % at 12.5 µM; 310,000 tested, 0.54% active; in the data active means inhibition above about 50%
# Target sequence (O96028 whole entry, looked up): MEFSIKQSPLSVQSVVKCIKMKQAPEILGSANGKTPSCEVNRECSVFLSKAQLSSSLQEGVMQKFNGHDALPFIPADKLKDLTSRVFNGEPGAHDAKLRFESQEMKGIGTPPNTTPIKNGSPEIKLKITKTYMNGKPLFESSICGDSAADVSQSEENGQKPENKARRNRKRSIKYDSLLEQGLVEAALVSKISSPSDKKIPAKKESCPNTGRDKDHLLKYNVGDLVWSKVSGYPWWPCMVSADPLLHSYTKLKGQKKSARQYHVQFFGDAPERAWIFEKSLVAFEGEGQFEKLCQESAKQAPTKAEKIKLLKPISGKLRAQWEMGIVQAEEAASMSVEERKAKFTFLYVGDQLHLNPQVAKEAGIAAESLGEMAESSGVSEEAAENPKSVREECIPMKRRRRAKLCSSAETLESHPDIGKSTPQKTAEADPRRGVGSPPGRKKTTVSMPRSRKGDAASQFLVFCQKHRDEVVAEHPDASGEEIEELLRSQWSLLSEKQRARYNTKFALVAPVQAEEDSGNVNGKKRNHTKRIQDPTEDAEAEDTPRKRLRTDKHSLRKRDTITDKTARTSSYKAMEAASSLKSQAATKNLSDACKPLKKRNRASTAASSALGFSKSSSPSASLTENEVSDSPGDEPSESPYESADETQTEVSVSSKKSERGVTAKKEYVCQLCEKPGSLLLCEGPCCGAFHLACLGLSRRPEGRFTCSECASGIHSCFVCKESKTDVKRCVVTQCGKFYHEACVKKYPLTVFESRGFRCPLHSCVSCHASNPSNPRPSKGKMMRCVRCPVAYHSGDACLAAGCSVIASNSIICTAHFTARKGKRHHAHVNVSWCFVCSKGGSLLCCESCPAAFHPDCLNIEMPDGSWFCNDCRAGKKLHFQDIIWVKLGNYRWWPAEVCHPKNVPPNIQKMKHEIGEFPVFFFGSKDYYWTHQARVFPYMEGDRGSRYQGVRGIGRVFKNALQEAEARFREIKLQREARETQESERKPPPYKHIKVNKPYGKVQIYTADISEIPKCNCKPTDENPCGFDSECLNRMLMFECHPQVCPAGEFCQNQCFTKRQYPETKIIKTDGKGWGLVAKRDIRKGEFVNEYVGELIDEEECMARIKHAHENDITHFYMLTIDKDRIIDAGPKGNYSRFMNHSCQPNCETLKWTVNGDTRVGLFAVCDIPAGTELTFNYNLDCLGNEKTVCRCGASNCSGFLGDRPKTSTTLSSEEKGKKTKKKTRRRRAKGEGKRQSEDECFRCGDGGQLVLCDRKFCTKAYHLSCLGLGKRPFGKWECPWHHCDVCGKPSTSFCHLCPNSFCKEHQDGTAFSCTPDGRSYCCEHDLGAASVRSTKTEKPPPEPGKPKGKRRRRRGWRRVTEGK
# PKA-R1A activ: PKA-R1A complex activation | PKA-R1A dissociation, Cy5-IP20 fluorescence polarization; scaled: DMSO 0%, 113 µM cGMP 100% | activation, % at 11.4 µM | 340,000 tested, 0.083% active;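 active means percent activation above the mean of all tested compounds plus 3 SD, cut at about 19% in these data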;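 further: higher means more PKAc released from R1A so a rise in polarization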
# Pemphigus Ab inh: inhibitors of pemphigus antibody binding to human desmoglein-3; P32926; binding (percent of control), % at 10 µM; AID 588358; DSG3-coupled beads, scFv-anti-DSG3-GFP binding, flow cytometry; stronger effect = lower value; 310,000 tested, 0.48% active;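 active means binding more than 3 SD below its plate's average and above zero; inconclusive means below that plate limit but binding exactly zero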;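 further: hits lower antibody fragment binding to DSG3; some compounds called inactive have numbers as strong as hits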
# SR-BI DiI inh: blocks mouse SR-BI lipid uptake from DiI-HDL; Q61009; ldlA[mSR-BI] CHO cells, DiI-HDL uptake fluorescence, 3 h; inhibition, % at 12.5 µM; 320,000 tested, 0.96% active; AID 488896;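 active means mean replicate inhibition of at least 70% and a set share of replicates each scoring 70 or more; inconclusive means meets just one of the two criteria; inactive means fails both criteria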;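 further: 0% = median of neutral control wells and 100% = median of positive control wells; values of inactives mirror those of a sister screen read the other way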
# * = called active by the depositor; ? = inconclusive; / = no result given.
SMILES,SUMO Mot1 rescue,MITF TRPM1 HTS,CDK5 inh,Arrestin-AP2 inh,PKA-R2B activ,SR-BI DiI-HDL act,dFosB act,NSD2 inh,PKA-R1A activ,Pemphigus Ab inh,SR-BI DiI inh
Nc1nc(C23CC4CC(CC(C4)C2)C3)cs1,5,4,1.0,46,2,-10,5,-2,-4,102,10
Cc1ccc(-c2ccc(CCC(=O)O)n2-c2cccc(C(=O)O)c2)cc1,1,15,-1.1,-9,-2,23,5,0,-9,89,-23
O=C(COC(=O)c1ccc(F)c(S(=O)(=O)N2CCOCC2)c1)NCCc1ccc(F)cc1,0,-2,1.6,2,-15,-8,-4,-1,0,97,8
Cc1cccnc1CCNC(=O)c1ccc(OC2CCN(Cc3ccccn3)CC2)cc1,-6,-16,2.3,0,-15,-20,-14,2,-11,110,20
Cc1ccc(C)c(Cn2nnc(C(=O)Nc3ccc4c(c3)OCCO4)c2N)c1,278,85*,0.4,21,4,-17,9,-1,0,106,17
COC(=O)Nc1ccc(S(=O)(=O)N2CCCC(C(=O)Nc3cccc4c3OCCO4)C2)cc1 (configuration not stated),16,/,-1.2,29,1,3,-8,-3,-1,/,-3
O=C(NCC(=O)N1CCCC1)c1ccc(Br)o1,5,10,0.4,3,-3,5,-6,-1,-6,96,-5
Cc1ccccc1OC(C)C(=O)Nc1ccc2c(c1)OCCO2 (configuration not stated),-10,19,-1.4,37,12,-12,-1,-2,5,109,12
COCCCNC(=O)c1cc2cc([N+](=O)[O-])cc(OC)c2oc1=O,406*,-3,2.4,-7,-7,14,0,-5,-11,98,-14
Cc1ccc(S(=O)(=O)CC(CN2CCCCC2)N2CCCCC2)cc1 (configuration not stated),/,-69,-0.6,0,-2,13,2,0,-5,102,-13
CCC(C)[C@H](NC(=O)NCc1ccccc1Cl)C(=O)OC (some centres not stated),201,1,4.7,30,-13,12,1,1,-10,94,-12
O=C(CCCOc1ccccc1)NCC1CCCO1 (configuration not stated),3,29,1.6,-3,0,9,3,-1,0,106,-9
COc1ccc(CCNC(=O)COC(=O)COc2c(C)cc(C)cc2C)cc1OC,-9,-1,0.3,-3,-8,/,-5,0,6,107,-50
CC1(C)CC(=O)C2=C(C1)OC(N)=C(C#N)C21CCC2(CC1)OCCO2,35,13,-1.4,9,4,26,-8,6,2,103,-26
O=C(CN1C(=O)N/C(=C\c2ccccc2OCc2ccc(C(=O)O)cc2)C1=O)Nc1ccccc1F,12,-8,-0.6,-13,0,/,-14,1,-1,115,/
COCCCNC(=O)C(=O)NCC1CCCN1S(=O)(=O)c1cccs1 (configuration not stated),-13,4,0.7,-10,-7,28,1,-1,9,100,-28
O=C(NCCc1ccccc1)Nc1cccc(Cl)c1,-2,61,-0.5,15,-8,-65,-2,6,0,/,65
O=C(c1ccco1)N1CCN(C(=O)c2[nH]ncc2[N+](=O)[O-])CC1,14,3,-0.6,11,-4,14,-5,-5,9,104,-14
Cc1ccc([N+](=O)[O-])cc1-c1ccc2cccc(C)c2n1,-3,11,-1.7,23,5,-35,-1,-5,5,106,35
Nc1ccc2nn(-c3ccccc3)nc2c1,/,1,0.7,18,8,-49,-12,-4,7,100,49
O=c1[nH]c2ccccc2c(=O)n1CCCO,-5,-5,1.4,7,-8,13,-6,-2,-1,100,-13
Cc1cc(C)nc(SCc2cnc(C)nc2N)n1,-19,-18,-3.4,2,7,9,1,-2,0,100,-9
O=C(CSc1nnnn1-c1ccccc1)c1cc2ccccc2oc1=O,0,3,-2.1,-3,-8,/,-2,0,5,/,/
COC(=O)NCC(c1ccco1)N1CCN(c2ccccc2)CC1 (configuration not stated),-15,12,-3.5,0,8,/,-3,7,-3,101,/
COc1ccc(C(C)=O)cc1COC(=O)C1CCN(C(=O)c2ccc(Cl)cc2)CC1,20,-6,-0.1,-5,-10,-18,0,-4,-6,/,18
COC(=O)c1cc(NC(=O)CN(c2ccc(OC)cc2)S(=O)(=O)c2ccc(F)cc2)ccc1Cl,/,0,0.9,-5,-6,-52,4,0,-2,102,52
COc1ccc(N/C=C\C(=O)c2ccc3ccccc3c2)cc1,-1,/,-0.1,-5,2,-1,-5,-3,3,121,1
CCN(CC)C(=O)CSc1nnc([C@@H](N)C(C)C)o1,-12,2,0.6,-1,-9,-8,-5,-2,-5,98,8
CCOC(=O)N1CCN(c2c(NCCCN(CC)c3cccc(C)c3)c(=O)c2=O)CC1,-3,2,-0.9,22,-6,-6,-7,3,3,98,6
C[C@H]1CN=C(Nc2ccccc2)N1CCc1ccc(F)cc1,127,1,0.1,38,-9,7,6,/,-7,99,-7

# Of the compounds above, 3 have an aryl thioether with sulfur outside any ring.
SMILES,SUMO Mot1 rescue,MITF TRPM1 HTS,CDK5 inh,Arrestin-AP2 inh,PKA-R2B activ,SR-BI DiI-HDL act,dFosB act,NSD2 inh,PKA-R1A activ,Pemphigus Ab inh,SR-BI DiI inh
Cc1cc(C)nc(SCc2cnc(C)nc2N)n1,-19,-18,-3.4,2,7,9,1,-2,0,100,-9
O=C(CSc1nnnn1-c1ccccc1)c1cc2ccccc2oc1=O,0,3,-2.1,-3,-8,/,-2,0,5,/,/
CCN(CC)C(=O)CSc1nnc([C@@H](N)C(C)C)o1,-12,2,0.6,-1,-9,-8,-5,-2,-5,98,8

# Remaining list, next part
SMILES,SUMO Mot1 rescue,MITF TRPM1 HTS,CDK5 inh,Arrestin-AP2 inh,PKA-R2B activ,SR-BI DiI-HDL act,dFosB act,NSD2 inh,PKA-R1A activ,Pemphigus Ab inh,SR-BI DiI inh
Cn1c(=O)cc(SCC(=O)Nc2ccc3c(c2)OCO3)c2ccccc21,6,5,1.7,0,4,2,3,6,3,102,-2
Cc1ccccc1N(C(=O)c1csnn1)C(C(=O)NC(C)(C)C)c1ccncc1 (configuration not stated),-2,-3,-0.2,-13,6,-7,-3,-2,-3,104,7
N=c1c2c3c(sc2nc2n1CCC2)CCCC3,8,/,0.4,20,0,-4,2,23,-3,100,4
O=C(Nc1nnc(-c2ccccc2)o1)c1cccc(N2C(=O)CCC2=O)c1,-1,8,-1.0,8,0,26,-4,-3,-6,103,-26
CC(/C=C1\SC(=S)N(CCC(=O)Nc2ccccc2O)C1=O)=C\c1ccccc1,-8,-28,-1.8,-4,-6,?,-6,-1,-6,89,-159
CC(OC(=O)COc1ccccc1Cc1ccccc1)C(=O)N(C)c1ccccc1 (configuration not stated),14,4,-0.4,10,2,-12,-2,-2,-6,101,12
Nc1nc(N2CCCCC2)nc(N2CCCCC2)n1,-11,-5,1.1,5,8,28,1,0,1,/,-28
NC(=O)c1ccccc1NC(=O)Nc1cccc2ccccc12,-1,7,-0.3,-6,-1,5,4,-1,-3,85,-5
COc1cccc(C(=O)NCCS(=O)(=O)NCc2ccc3c(c2)OCO3)c1,37,7,-0.6,1,8,30,1,0,-3,/,-30
CC1CCN(CCc2nc3cc(NC(=O)COc4ccc(Cl)cc4)ccc3n2C)CC1,10,-21,-0.8,24,0,-4,-9,1,-15,112,4
CC(C)C(=O)Nc1ccc(-c2ccc3nncn3n2)cc1,4,29,0.9,-2,-1,/,-9,2,-11,103,/
Cc1nc(=O)c(-c2ccccc2)c(C)n1CCCO,0,4,0.1,21,8,14,3,0,-1,99,-14
CCc1ccc(-c2ccc(SCc3ccccn3)nn2)cc1,/,71,-1.4,-18,-18,0,-14,2,-8,105,0
Nc1c(C(=O)O)sc2nc(-c3ccccc3)c3c(c12)CCCC3,-28,-2,1.2,-3,1,-2,-6,7,1,87,2
CC(C)C(O)(C#CCN1CCCCCC1)c1ccccc1 (configuration not stated),-2,7,-2.3,8,-5,20,4,0,6,101,-20

# 4 compounds from above, sorted by molecular weight, lowest first:
SMILES,SUMO Mot1 rescue,MITF TRPM1 HTS,CDK5 inh,Arrestin-AP2 inh,PKA-R2B activ,SR-BI DiI-HDL act,dFosB act,NSD2 inh,PKA-R1A activ,Pemphigus Ab inh,SR-BI DiI inh
CCc1ccc(-c2ccc(SCc3ccccn3)nn2)cc1,/,71,-1.4,-18,-18,0,-14,2,-8,105,0
CC1(C)CC(=O)C2=C(C1)OC(N)=C(C#N)C21CCC2(CC1)OCCO2,35,13,-1.4,9,4,26,-8,6,2,103,-26
COCCCNC(=O)C(=O)NCC1CCCN1S(=O)(=O)c1cccs1 (configuration not stated),-13,4,0.7,-10,-7,28,1,-1,9,100,-28
COC(=O)Nc1ccc(S(=O)(=O)N2CCCC(C(=O)Nc3cccc4c3OCCO4)C2)cc1 (configuration not stated),16,/,-1.2,29,1,3,-8,-3,-1,/,-3

# (more compounds)
SMILES,SUMO Mot1 rescue,MITF TRPM1 HTS,CDK5 inh,Arrestin-AP2 inh,PKA-R2B activ,SR-BI DiI-HDL act,dFosB act,NSD2 inh,PKA-R1A activ,Pemphigus Ab inh,SR-BI DiI inh
Cc1ccccc1NC(=S)NC(=O)CCc1ccccc1,-6,28,0.5,-9,-4,18,-6,-6,-3,101,-18
Cc1ccccc1Cn1ccc(NC(=O)c2cnn3cccnc23)n1,5,12,-2.5,10,2,2,-29,6,4,129,-2
CN(C)CCCNC(=S)/N=c1\sccn1Cc1ccccc1Cl,11,1,-5.5,-16,-11,4,-2,20,-6,128,-4
Cc1cc(N/N=C/c2ccc(O)cc2)nc(NS(=O)(=O)c2ccccc2)n1,-8,5,0.4,-3,8,26,-6,3,-10,109,-26
CCOc1ccc(Cl)cc1S(=O)(=O)N1CCC(C(=O)NCc2ccco2)CC1,-6,-8,0.0,-12,-6,-20,-2,1,3,105,20
O=C1C(c2ccc(F)cc2)N(Cc2ccc3c(c2)OCO3)C(=O)CN1C1CCCCC1 (configuration not stated),23,-7,0.9,8,-7,-7,-6,-4,0,95,7
Fc1ccccc1N1CCN(Cc2cccnc2)CC1,-13,-6,-0.1,0,2,19,3,1,-4,84,-19
C#CCOc1c(Cl)cc(/C=C2/C(=O)ON=C2C)cc1OCC,-4,-7,-0.2,26,11,-5,-9,8,2,88,5

# The order is random; 4.7% or so of the library scored in one or more.
